TcdB GH inh: TcdB glycohydrolase inhibition; P18177; TcdB glycohydrolase enzymatic assay, plate reader; inhibition, % at 9.99 µM; hit rate 0.24% among 350,000; AID 652162; in the data active = inhibition above about 10%
The depositor's hits bear a star; & = joins results of further samples.

canonical_smiles | TcdB GH inh
CCC(=O)Nc1ccc2c(c1)C(=O)N(C)C[C@H](OC)[C@H](C)CN(Cc1cccc(F)c1)[C@@H](C)CO2 | 0.3
C/C=C/c1cnc2c(c1)C(=O)N([C@H](C)CO)C[C@@H](C)[C@H](CN(C)C(=O)c1ccc3c(c1)OCO3)O2 | -0.7
N#Cc1cccc(-c2ccc(C3[C@H]4CNC[C@@H]3N4S(=O)(=O)c3cccc(F)c3)cc2)c1 (some centres undefined) | -0.4&0.5
CO[C@@H]1CN(C)C(=O)c2ccc(NC(=O)NC(C)C)cc2OC[C@H](C)NC[C@H]1C | 0.7
C[C@@H]1CN([C@@H](C)CO)S(=O)(=O)c2ccc(C#CC3(O)CCCC3)cc2O[C@@H]1CN(C)C(=O)Nc1ccc(F)cc1 | 3.4
O=C(C[C@@H]1C=C[C@@H](NC(=O)Nc2cc(F)ccc2F)[C@H](CO)O1)Nc1ccccc1 | -0.5
C[C@H](CO)N1C[C@H](C)[C@H](CN(C)Cc2ccc3c(c2)OCO3)OCCCC[C@H](C)Oc2ccc(NC(=O)Nc3ccccc3)cc2C1=O | 0.5
COCCNC(=O)C[C@@H]1C[C@@H]2c3cc(NC(=O)COC)ccc3O[C@@H]2[C@H](CO)O1 | -0.5
C[C@@H]1CN([C@H](C)CO)C(=O)c2cc(NS(=O)(=O)c3ccc(Cl)cc3)ccc2O[C@H]1CN(C)Cc1ccc(C(=O)O)cc1 | 1.1
COc1ccc(CN2[C@H](CO)[C@@H]3c4ccccc4N(C(=O)Nc4ccc(F)cc4)C[C@@H]32)cc1 | -0.8
CO[C@@H]1CN(C)C(=O)c2ccc(NS(=O)(=O)CC(F)(F)F)cc2OC[C@H](C)N(Cc2cccnc2)C[C@H]1C | -1.0
CCCNC(=O)C[C@H]1CC[C@H]2[C@H](COc3ccc(NC(=O)c4cccc(C(F)(F)F)c4)cc3C(=O)N2C)O1 | -1.3
Cc1cc(C(=O)Nc2cccc3c2O[C@@H](CN(C)CC2CCCCC2)[C@H](C)CN([C@H](C)CO)C3=O)n(C)n1 | 0.7
COCC(=O)N(C)C[C@@H]1Oc2ncc(-c3cccc(OC)c3)cc2C(=O)N([C@@H](C)CO)C[C@@H]1C | 0.1
COc1ccc2c3c([nH]c2c1)[C@@H](CO)N(C(=O)C1CCCC1)CC31CN(C)C1 | 1.1

Retrieved by compound from the list above, 4 records:
canonical_smiles | TcdB GH inh
O=C(C[C@@H]1C=C[C@@H](NC(=O)Nc2cc(F)ccc2F)[C@H](CO)O1)Nc1ccccc1 | -0.5
C[C@H](CO)N1C[C@H](C)[C@H](CN(C)Cc2ccc3c(c2)OCO3)OCCCC[C@H](C)Oc2ccc(NC(=O)Nc3ccccc3)cc2C1=O | 0.5
N#Cc1cccc(-c2ccc(C3[C@H]4CNC[C@@H]3N4S(=O)(=O)c3cccc(F)c3)cc2)c1 (some centres undefined) | -0.4&0.5
COCC(=O)N(C)C[C@@H]1Oc2ncc(-c3cccc(OC)c3)cc2C(=O)N([C@@H](C)CO)C[C@@H]1C | 0.1

Other records.
canonical_smiles | TcdB GH inh
COc1ccc2c3c([nH]c2c1)[C@@H](CO)N(C(=O)CN(C)C)CC31CN(C(=O)c2cccnc2)C1 | -0.7
C[C@H]1CN([C@@H](C)CO)C(=O)c2cc(NC(=O)Nc3ccc4c(c3)OCO4)ccc2O[C@H]1CN(C)Cc1ccc(-c2ccccc2)cc1 | 0.8
Cc1noc(C)c1NC(=O)Nc1ccc2c(c1)C(=O)N([C@H](C)CO)C[C@H](C)[C@@H](CN(C)S(=O)(=O)c1ccc(F)cc1)OCCCC[C@@H](C)O2 | 1.7
COc1ccc2c3c(n(C)c2c1)[C@H](CO)N(Cc1ccccc1)CC31CN(C)C1 | -0.3
CCC(=O)Nc1ccc2c(c1)C(=O)N(C)[C@@H]1CC[C@H](CC(=O)NCCOC)O[C@@H]1CO2 | -0.5
Cc1ccc(S(=O)(=O)N[C@@H]2C=C[C@@H](CC(=O)N3CCN(c4ccccc4)CC3)O[C@@H]2CO)cc1 | -0.3
COc1ccc(-c2cn(CC[C@@H]3CC[C@H](NS(=O)(=O)c4ccccc4C)[C@@H](CO)O3)nn2)cc1 | -0.3
CC(C)NC(=O)Nc1ccc2c(c1)C(=O)N([C@H](C)CO)C[C@H](C)[C@H](CN(C)C(=O)Cc1ccccc1)OCCCC[C@H](C)O2 | 2.0
Cc1ccccc1-c1ccc([C@H]2[C@@H](CO)N3CCCCN(S(C)(=O)=O)C[C@@H]23)cc1 | -1.8
COC(=O)[C@H]1[C@H](CO)[C@H]2Cn3c(ccc(-c4cccc(F)c4)c3=O)[C@H]2N1Cc1ccncc1 | -1.1
O=C(Nc1cc(F)ccc1F)N[C@H]1CC[C@@H](CC(=O)N2CCc3ccccc3C2)O[C@H]1CO | -0.2
CCNC(=O)C[C@@H]1CC[C@H]2[C@H](COc3ccc(NC(=O)c4ccccc4)cc3C(=O)N2C)O1 | 0.6
CO[C@H]1CN(C)C(=O)c2ccc(NC(=O)C3CC3)cc2OC[C@H](C)N(CC2CCCC2)C[C@@H]1C | 1.6
C[C@@H]1CCCCO[C@@H](CN(C)C(=O)NC2CCCCC2)[C@@H](C)CN([C@H](C)CO)C(=O)c2cc(NC(=O)Nc3cccc4ccccc34)ccc2O1 | -0.1
COc1ccc(CN2CC3(CCN(C(=O)C4CCOCC4)CC3)c3c(n(C)c4cc(OC)ccc34)[C@@H]2CO)cc1 | -0.7
CO[C@@H]1CN(C)C(=O)c2cc(NC(=O)CC(F)(F)F)ccc2OC[C@@H](C)N(C(=O)c2ccccc2F)C[C@@H]1C | 0.1
COCCNC(=O)C[C@H]1C[C@H]2c3cc(NC(=O)Nc4ccc(C(F)(F)F)cc4)ccc3O[C@H]2[C@H](CO)O1 | -0.7
C[C@@H]1CN([C@@H](C)CO)C(=O)Cc2cc(N(C)C)ccc2O[C@@H]1CN(C)Cc1ccncc1 | -4.5
O=C(NC1CCCC1)N1CCCCN2[C@H](CO)[C@H](c3ccc(-c4cncnc4)cc3)[C@H]2C1 | -0.8
CCCNC(=O)N(C)C[C@@H]1Oc2ncc(-c3ccc(F)cc3)cc2C(=O)N([C@H](C)CO)C[C@H]1C | -0.2
N#C[C@@H]1[C@@H](c2ccc(-c3ccncc3)cc2)[C@@H](CO)N1C(=O)CN1CCOCC1 | -0.1
COc1ccc(C#Cc2ccc3c(c2)[C@]2(C(=O)N3)[C@H](C(=O)N3CCc4cc(OC)c(OC)cc4C3)[C@H]3C(=O)O[C@H](c4ccccc4)[C@H](c4ccccc4)N3[C@@H]2c2ccccc2OCCO)cc1 | 0.2
C[C@H](CO)N1C[C@H](C)[C@H](CN(C)S(=O)(=O)c2ccc(Cl)cc2)Oc2c(NS(=O)(=O)c3cccs3)cccc2C1=O | -1.1
O=C(c1cccc(F)c1)N1CCCCN2[C@H](CO)[C@H](c3ccc(-c4ccccc4)cc3)[C@H]2C1 | 2.8
C[C@H](CO)N1C[C@H](C)[C@H](CN(C)S(C)(=O)=O)Oc2ccc(NC(=O)Nc3ccc4c(c3)OCO4)cc2CC1=O | -0.6
O=C(C[C@H]1CC[C@H](NC(=O)Nc2ccc3c(c2)OCO3)[C@@H](CO)O1)NCCCN1CCOCC1 | -0.4
C[C@@H]1CCCCO[C@@H](CN(C)S(=O)(=O)c2cn(C)cn2)[C@@H](C)CN([C@H](C)CO)C(=O)c2cc(NC(=O)Nc3cccc4ccccc34)ccc2O1 | -1.5
COc1ccc(S(=O)(=O)Nc2ccc3c(c2)CC(=O)N([C@@H](C)CO)C[C@H](C)[C@H](CN(C)C)O3)cc1 | -2.9
COc1ccc(NC(=O)N2C[C@H](O)COC[C@@H]3O[C@H](CC(=O)N4CCOCC4)CC[C@H]32)cc1 | 0.6
COc1cccc(CN2[C@H](CO)[C@@H]3c4ccccc4N(C(=O)CC(F)(F)F)C[C@@H]32)c1 | -2.3
Cc1cc(C(=O)Nc2cccc3c2O[C@@H](CN(C)Cc2ccc4c(c2)OCO4)[C@@H](C)CN([C@H](C)CO)C3=O)n(C)n1 | 1.3
CO[C@@H]1CN(C)C(=O)c2cc(NS(=O)(=O)c3ccc(-c4ccccc4)cc3)ccc2OC[C@H](C)NC[C@@H]1C | 0.9
O=C(C[C@@H]1C[C@@H]2c3cc(NS(=O)(=O)c4ccccc4)ccc3O[C@@H]2[C@@H](CO)O1)NC1CCCC1 | 0.2
COc1ccc(NC(=O)N[C@@H]2CC[C@H](CCn3cc(-c4ccc(F)cc4)nn3)O[C@H]2CO)cc1 | -3.7
C[C@H]1CCCCO[C@H](CN(C)Cc2ccc3c(c2)OCO3)[C@@H](C)CN([C@@H](C)CO)C(=O)c2cc(NC(=O)Nc3ccc(F)cc3)ccc2O1 | 0.9
C[C@H]1CN([C@@H](C)CO)C(=O)Cc2cc(NC(=O)Cc3ccccc3)ccc2O[C@@H]1CN(C)Cc1ccc(Oc2ccccc2)cc1 | 0.8
C[C@@H]1CN([C@H](C)CO)C(=O)c2cc(NC(=O)Nc3ccc(F)cc3)ccc2O[C@H]1CN(C)S(=O)(=O)c1cn(C)cn1 | -0.5
O=C(C[C@@H]1CC[C@H](NC(=O)Cc2cccnc2)[C@H](CO)O1)Nc1ccc(-c2ccccc2)cc1 | 1.3
CO[C@@H]1CN(C)C(=O)c2cc(NC(=O)c3ccc(F)cc3)ccc2OC[C@@H](C)N(C(C)=O)C[C@H]1C | -1.1
CO[C@H]1CN(C)C(=O)c2ccc(NC(C)=O)cc2OC[C@@H](C)N(C(=O)c2ccccn2)C[C@@H]1C | 0.1
C[C@H](CO)N1C[C@H](C)[C@H](CN(C)C(=O)Nc2ccc3c(c2)OCO3)Oc2ncc(C#CCN(C)C)cc2C1=O | -0.7
O=C(Nc1ccccc1)N1C[C@@H]2[C@H](c3ccccc31)[C@H](CO)N2C(=O)c1ccccn1 | -4.3
CN(C)C(=O)c1ccc(-c2ccc3c(c2)[C@@H]2[C@@H](CCN2C(=O)C2CCOCC2)[C@@H](CO)N3C)cc1 | -0.8
Cc1ccccc1S(=O)(=O)N1CC(=O)N2[C@H](CO)[C@@H](c3ccc(C#CCC4CCCC4)cc3)[C@H]2C1 | -0.2
C/C=C/c1ccc([C@H]2[C@@H](CO)N(C(=O)NC3CCCC3)[C@H]2C#N)cc1 | -0.2
O=C(C[C@@H]1C[C@@H]2c3cc(NC(=O)Nc4ccccc4)ccc3O[C@@H]2[C@@H](CO)O1)NCc1ccccc1 | 0.4
CC(C)NC(=O)N(C)C[C@H]1OCCCC[C@@H](C)Oc2ccc(NC(=O)C3CCCCC3)cc2C(=O)N([C@@H](C)CO)C[C@H]1C | 0.2
COc1ccc(NC(=O)N(C)C[C@H]2Oc3ccc(NC(=O)Cn4cnnn4)cc3CC(=O)N([C@H](C)CO)C[C@@H]2C)cc1 | 0.1
CCCNC(=O)N(C)C[C@@H]1Oc2ncc(/C=C/c3ccccc3)cc2C(=O)N([C@H](C)CO)C[C@@H]1C | -7.3
Cc1cccc(S(=O)(=O)N2CCCCN3[C@H](C2)[C@@H](c2ccc(C#CC(C)C)cc2)[C@@H]3CO)c1 | -2.8
C[C@@H]1CN([C@H](C)CO)C(=O)Cc2cc(NS(=O)(=O)c3ccccc3)ccc2O[C@@H]1CN(C)Cc1ccc2c(c1)OCO2 | -3.0
CCS(=O)(=O)N1CCC2(CC1)CN(S(=O)(=O)c1ccccc1)[C@H](CO)c1c2c2ccc(OC)cc2n1C | 2.1
COc1ccc(CN(C)C[C@H]2Oc3ccc(NC(=O)NC(C)C)cc3C(=O)N([C@H](C)CO)C[C@H]2C)cc1 | 0.9
CC(C)CC#Cc1cnc2c(c1)C(=O)N([C@@H](C)CO)C[C@H](C)[C@H](CN(C)S(=O)(=O)c1cn(C)cn1)O2 | -2.0
COc1ccc(S(=O)(=O)Nc2ccc3c(c2)C(=O)N([C@@H](C)CO)C[C@@H](C)[C@@H](CN(C)S(=O)(=O)c2ccccc2)OCCCC[C@H](C)O3)cc1 | 0.1
C[C@H]1CN([C@@H](C)CO)S(=O)(=O)c2ccc(C3=CCCC3)cc2O[C@H]1CN(C)C(=O)C1CCC1 | 1.5
CCS(=O)(=O)N1CC2(CN(C(=O)CN3CCOCC3)[C@@H](CO)c3c2c2ccc(OC)cc2n3C)C1 | -0.7
COc1cccc(S(=O)(=O)N2CC3(CN(C(=O)Nc4cccc(F)c4)[C@@H](CO)c4[nH]c5cc(OC)ccc5c43)C2)c1 | -0.7
COc1ccc(NC(=O)Nc2ccc3c(c2)C(=O)N([C@H](C)CO)C[C@@H](C)[C@H](CN(C)S(C)(=O)=O)OCCCC[C@H](C)O3)cc1 | 0.4
CCCC#Cc1cnc2c(c1)C(=O)N([C@H](C)CO)C[C@@H](C)[C@H](CN(C)Cc1ccc3c(c1)OCO3)O2 | 0.7

Part of the list above in order of length of the SMILES, highest first.
canonical_smiles | TcdB GH inh
COc1ccc(NC(=O)Nc2ccc3c(c2)C(=O)N([C@H](C)CO)C[C@@H](C)[C@H](CN(C)S(C)(=O)=O)OCCCC[C@H](C)O3)cc1 | 0.4
COc1ccc(NC(=O)N(C)C[C@H]2Oc3ccc(NC(=O)Cn4cnnn4)cc3CC(=O)N([C@H](C)CO)C[C@@H]2C)cc1 | 0.1
O=C(C[C@@H]1C[C@@H]2c3cc(NC(=O)Nc4ccccc4)ccc3O[C@@H]2[C@@H](CO)O1)NCc1ccccc1 | 0.4

The results go on:
canonical_smiles | TcdB GH inh
COc1cccc(S(=O)(=O)N[C@H]2C=C[C@H](CC(=O)NC3Cc4ccccc4C3)O[C@@H]2CO)c1 | -1.6
CO[C@@H]1CN(C)C(=O)c2cc(NC(=O)C3CCC3)ccc2OC[C@@H](C)N(C(=O)c2ccccc2)C[C@H]1C | 0.8
C[C@@H]1CN([C@@H](C)CO)C(=O)c2cc(C#Cc3ccccc3)cnc2O[C@@H]1CN(C)C(=O)CN(C)C | 0.8
C[C@@H]1CN([C@@H](C)CO)C(=O)c2cccc(NC(=O)Nc3ccc(C(F)(F)F)cc3)c2O[C@H]1CN(C)Cc1ccc(-c2ccccc2)cc1 | 0.1
C[C@@H]1CCCCO[C@@H](CN(C)C(=O)Nc2ccc(F)cc2)[C@H](C)CN([C@H](C)CO)C(=O)c2cc(NC(=O)Cc3ccccc3)ccc2O1 | 0.3

A portion of the library. The share of hits here may be higher or lower than overall.
